MsrA inh: bovine MsrA inhibition; purified bovine MsrA, absorbance read-out; inhibition, % at 15.5 µM; actives 0.75% (n = 360,000); AID 651718; in the data active = inhibition above about 4.5%;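 also: 0% = vehicle wells with enzyme and 100% = reference inhibitor wells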
LMPTP inh: blocks human LMPTP phosphatase | P24666 | recombinant LMPTP-A, OMFP fluorogenic substrate, fluorescence intensity | inhibition, % at 20 µM | actives 0.22% (n = 360,000);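 active = compounds that cut the enzyme signal by at least half of the control window in the single-dose screen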;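 also: plate controls were DMSO wells with enzyme plus substrate for no effect and substrate without enzyme for full effect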
Target sequence (P24666 whole entry, looked up): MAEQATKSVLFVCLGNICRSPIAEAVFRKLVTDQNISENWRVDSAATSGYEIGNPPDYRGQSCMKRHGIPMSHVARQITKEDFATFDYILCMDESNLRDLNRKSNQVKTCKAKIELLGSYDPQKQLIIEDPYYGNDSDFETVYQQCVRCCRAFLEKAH
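Assay system: LMPTP-A enzyme. Input: 0.625 nM LMPTP-A final. Probe or stimulus: 400 µM OMFP. Compound dosing: single 20 µM dose. Schedule: 50 min dark incubation at room temperature. Detection: fluorescence intensity of OMFP turnover product. Read-out: percent inhibition versus substrate-only and uninhibited controls. Benchmarks: no-enzyme low control, uninhibited high control.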
STEP inh: blocks human striatal-enriched tyrosine phosphatase. P54829. recombinant STEP, OMFP fluorogenic substrate, fluorescence. inhibition, % at 20 µM. actives 0.25% (n = 360,000);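 active = inhibition at 20 µM, scaled per plate between control wells, above about 37%, limit read from the data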;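 also: 0% = DMSO with enzyme and substrate and 100% = substrate only without enzyme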
Target sequence (P54829 whole entry, looked up): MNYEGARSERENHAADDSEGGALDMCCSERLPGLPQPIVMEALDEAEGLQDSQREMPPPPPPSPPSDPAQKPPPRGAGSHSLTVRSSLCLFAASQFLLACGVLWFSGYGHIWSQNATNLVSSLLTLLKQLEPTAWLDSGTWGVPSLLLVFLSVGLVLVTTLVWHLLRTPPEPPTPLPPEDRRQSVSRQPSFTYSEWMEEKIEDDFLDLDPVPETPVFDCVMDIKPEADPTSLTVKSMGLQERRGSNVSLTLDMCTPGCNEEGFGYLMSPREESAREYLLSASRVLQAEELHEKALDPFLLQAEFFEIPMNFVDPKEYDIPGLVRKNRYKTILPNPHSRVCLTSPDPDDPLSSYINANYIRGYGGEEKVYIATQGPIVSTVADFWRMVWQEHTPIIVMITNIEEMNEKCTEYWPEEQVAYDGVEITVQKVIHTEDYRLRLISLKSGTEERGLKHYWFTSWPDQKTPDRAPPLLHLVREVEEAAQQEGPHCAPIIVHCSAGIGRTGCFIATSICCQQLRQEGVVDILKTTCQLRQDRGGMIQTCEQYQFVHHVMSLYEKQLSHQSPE
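Test system: STEP tyrosine phosphatase / Reagent: OMFP at 25 µM / Doses: 20 µM, 1% DMSO / Read-out: percent inhibition scaled to no-enzyme and uninhibited-enzyme controls, plate-pattern corrected / Detection: FITC-channel fluorescence of OMFP product / Medium: Bis-Tris buffer pH 6.0, 2.5 mM DTT, 0.005% Tween 20 / Schedule: 20 min at room temperature, dark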
MsrA act: activates bovine MsrA enzyme; purified bovine MsrA, absorbance read-out; activation, % at 10.6 µM; actives 0.3% (n = 360,000); AID 602163; in the data active = activation above about 7.5%;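 also: 0% = vehicle and 100% = reference activator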
Tb MetRS inh: blocks T. brucei methionyl-tRNA synthetase activity | purified T. brucei MetRS, ATP depletion, Kinase-Glo luminescence | inhibition, % at 11.9 µM | AID 624268 | actives 0.4% (n = 360,000);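 active = inhibition above a per-plate cutoff of the control wells' mean inhibition plus 3 SD, cut at about 5.5% in these data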;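 also: 0% = DMSO wells median and 100% = median of wells with control inhibitor compound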
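Material: T. brucei methionyl-tRNA synthetase, purified; reagent: substrates ATP, L-methionine and bulk Escherichia coli tRNA; dosing: 11.9 µM single point; timing: 15 min plus 2 h at 25 °C; detection: luminescence of leftover ATP; evaluation: % inhibition; control set: DMSO-only wells as low control; replicates: singlicate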
NRP1-CendR mod: NRP-1/CendR interaction modulation; actives 0.85% (n = 360,000); O14786; FAM-RPARPAR peptide binding to NRP-1, fluorescence polarization; AID 602438; inhibition, % at 25 µM;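 active = inhibition or corrected inhibition above about 18%, plus a signal ratio from 0.5 to 1.5, limit read from the data, passing the limit was not always enough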; also: strong numbers were not always called active
SUMO1 PPI mod: alters human SUMO1 binding to SIM partners; AID 602429; inhibition, % at 20 µM; SUMO1 binding to a labelled peptide, TR-FRET, 1 h; actives 0.33% (n = 360,000); in the data active = inhibition above about 37%
Target sequence (P63165 whole entry, looked up): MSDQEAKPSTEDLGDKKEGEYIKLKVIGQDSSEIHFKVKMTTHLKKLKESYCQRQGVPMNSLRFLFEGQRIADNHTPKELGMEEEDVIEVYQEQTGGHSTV
E coli Lon inh: E. coli protease La inhibition; inhibition, % at 7.94 µM; purified E. coli Lon protease, fluorescence polarization; actives 0.42% (n = 360,000); AID 602123; P0A9M0; in the data active = inhibition above about 13%, passing the limit was not always enough;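 also: 0% = enzyme with probe and DMSO and 100% = no enzyme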
Scp1 inh: Scp-1 (human) phosphatase inhibition | Recombinant Scp1, phosphopeptide, malachite green phosphate absorbance | inhibition, % at 20 µM | actives 0.88% (n = 340,000) | AID 493091;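 active = inhibition above about 50% at 20 µM, limit read from the data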;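 also: plate controls were DMSO wells with enzyme for no effect and wells lacking enzyme for full effect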
Target sequence (Q9GZU7 76-261 limits assumed): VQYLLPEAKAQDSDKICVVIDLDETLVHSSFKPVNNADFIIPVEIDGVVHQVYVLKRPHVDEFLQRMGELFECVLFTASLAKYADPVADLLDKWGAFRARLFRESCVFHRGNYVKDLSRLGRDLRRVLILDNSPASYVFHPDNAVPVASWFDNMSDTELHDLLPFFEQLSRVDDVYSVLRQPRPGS
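Test system: SCP-1 phosphatase catalytic domain, residues 76-261 | Compound dosing: One concentration, 20 µM, with 1.0% DMSO | Schedule: 45 min room-temperature reaction, 5 min colour, 30 min stabiliser | Detection: Absorbance at 630 nm | Read-out basis: % inhibition of SCP-1 phosphate liberation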
DNMT1 block: inhibitors of human DNMT1. P26358. DNMT1 molecular beacon, Hinp1I cleavage, fluorescence. inhibition (reported as % activation of signal), % at 10 µM. actives 0.83% (n = 360,000). AID 588458; in the data active = inhibition above about 50%
* hit, by the source's call; · = no result given. The order is random; about 4.3% have a hit in one of these screens.

SMILES	MsrA inh	LMPTP inh	STEP inh	MsrA act	Tb MetRS inh	NRP1-CendR mod	SUMO1 PPI mod	E coli Lon inh	Scp1 inh	DNMT1 block
C=CCN1C(=O)c2ccc(C(=O)OCC(=O)Nc3ccc(S(N)(=O)=O)cc3)cc2C1=O	-1.7	0.5	-1	-2	-0.4	1	-39	0	-1	2
COc1ccc(CCNC(=O)c2cc3c(=O)n4ccccc4nc3n(CC3CCCO3)c2=N)cc1 (centres undefined)	0.7	3.0	1	-1	0.8	-18	-26	-2	10	-4
Cc1ccc(-c2nsc(SCC(=O)NCC3CCCO3)n2)cc1 (centres undefined)	-1.1	0.0	-3	-7	-0.9	-10	-2	6	2	1
N#C/C(=C\Nc1ccccc1O)c1nc2ccccc2o1	9.7*	4.5	-6	-12	-1.0	-8	-18	-14	-11	-10
CCCCCn1nnnc1-c1nc2cc3ccccc3cc2[nH]c1=O	1.4	-1.3	·	-3	35*	0	-12	12	·	·
Cc1ccc(S(=O)(=O)N2C[C@H]3n4c(=O)ccc(=O)n4C[C@H](OC(=O)NCc4ccccc4)[C@@]3(O)C2)cc1	0.4	-1.8	-1	-3	0.3	9	3	-13	·	2
CCOC(=O)c1ccc(S(=O)(=O)N2CC(=O)Nc3ccccc32)cc1	0.4	-0.5	-2	-3	-0.1	-9	-17	-6	20	4
CCOC(=O)C(CC(C)C)CP(=O)(O)CNC(=O)OCc1ccccc1 (centres undefined)	-0.4	-3.0	1	-4	-1.0	-5	2	-1	-4	2
CC(=O)c1cccc(NC(=O)C(=O)Nc2cccc3ccccc23)c1	-1.4	-1.3	1	1	-0.1	8	-2	-9	3	1
O=C(NCc1ccccc1)C1C(c2ccccc2)=Nc2ccccc2N1C(=O)c1cccnc1 (centres undefined)	2.3	-1.3	·	·	-1.2	2	-7	·	·	·
COc1cc(NC(=O)c2cccc3c(-c4cccnc4)coc23)cc(OC)c1OC	-0.4	0.5	1	-10	-0.5	-5	6	0	·	-1
COc1ccc(-c2n[nH]c(C)c2-c2cscn2)c(O)c1	-0.2	0.6	0	3	-0.1	-1	3	0	-4	2

2 neighbouring entries from above:
SMILES	MsrA inh	LMPTP inh	STEP inh	MsrA act	Tb MetRS inh	NRP1-CendR mod	SUMO1 PPI mod	E coli Lon inh	Scp1 inh	DNMT1 block
CCOC(=O)C(CC(C)C)CP(=O)(O)CNC(=O)OCc1ccccc1 (centres undefined)	-0.4	-3.0	1	-4	-1.0	-5	2	-1	-4	2
CC(=O)c1cccc(NC(=O)C(=O)Nc2cccc3ccccc23)c1	-1.4	-1.3	1	1	-0.1	8	-2	-9	3	1

Next section:
SMILES	MsrA inh	LMPTP inh	STEP inh	MsrA act	Tb MetRS inh	NRP1-CendR mod	SUMO1 PPI mod	E coli Lon inh	Scp1 inh	DNMT1 block
Fc1ccc(-n2[nH]nnc2=S)cc1N1CCCC1	-1.1	0.3	0	4	0.4	3	4	-8	-6	0
CCNC(=O)C12CCC(C)(C(=O)O1)C2(C)C (centres undefined)	-0.1	-1.5	0	-3	-0.2	-4	3	0	-1	0
CCn1nc(C(=O)Nc2ccccc2N2CCCC2)c2ccccc2c1=O	-0.2	3.3	1	-1	-0.5	4	2	-2	-3	1
CCOC(=O)/C(C#N)=C/c1cn(CCC(=O)O)nc1-c1ccc(OC)cc1	5.0*	-0.3	1	-5	-0.3	-5	-16	0	-8	-1
COc1ccc(CCNCC(O)COc2ccc(OC)cc2C(C)(C)C)cc1 (centres undefined)	-2.1	-0.6	-2	-1	0.2	8	-4	-8	-2	-4
OC(c1ccccc1)c1nc(-c2ccc3c(c2)OCO3)cs1 (centres undefined)	-0.1	1.0	-4	-5	-0.4	-12	-3	2	·	-3
CS(=O)(=O)c1ccc(C(=O)CN2C(=O)NC3(CCCc4ccccc43)C2=O)cc1 (centres undefined)	0.6	-0.1	0	-1	-0.4	0	9	-1	-6	-3
CCCN(CC1CC1)C(=S)NC(=O)C1CC1	-1.3	-1.0	-2	-3	-0.2	-9	4	-6	-3	0
Cc1sc(NC(=S)NC(=O)CCc2ccccc2)c(C(N)=O)c1C	0.5	1.4	-2	-4	-0.2	-25	1	-5	-5	14
Fc1cc(F)c2nc(N3CCCC3)sc2c1	0.0	-0.7	2	-2	0.4	4	-4	-10	-7	3
CCCNC(=S)N1CCC(n2cnc3ccccc32)CC1	-1.7	0.9	1	-2	0.6	-7	-5	-10	-2	0
COc1ccc(CN2[C@@H](CC(=O)O)c3cc(C(F)(F)F)ccc3S2(=O)=O)cc1	-0.1	0.2	-1	0	-0.3	4	7	-3	-5	1
Cc1cc(NO)c(C(C)C)cc1N=O	1.8	-1.1	-2	-7	-0.8	-5	-14	3	-5	0
N=c1c(S(=O)(=O)c2ccccc2)cc2c(=O)n3ccccc3nc2n1C1CCCC1	2.9	4.4	-1	-12	-1.8	-21	-2	7	10	-4
Cc1cc(-c2ccccc2)n(-c2ccccc2)n1	-0.8	1.1	2	0	-0.5	18	-2	-3	8	-1
CC1CC(Nc2cccc(O)c2)=CC(=O)O1 (centres undefined)	0.3	1.7	0	-4	-0.8	9	0	-11	-7	0
CC(=O)Nc1ccc(NC(=O)CSc2nnc(NC(=O)c3cccc(F)c3)s2)cc1	1.4	-0.8	0	-5	-0.2	3	18	-11	-10	-1
Cc1ccc(CN2CCN(C3CCOCC3)CC2CCO)cc1 (centres undefined)	-0.8	-1.9	-6	-2	-0.7	-16	-1	7	-9	0
C=CCn1cccc(C(=O)Nc2ccc(N(C)C)cc2)c1=O	3.1	-0.4	1	-3	0.5	1	-11	-2	-10	-6
CCOc1ccc(S(=O)(=O)Nc2cc(OC)ccc2OC)cc1	-0.6	-1.1	0	2	-0.5	4	3	-9	-14	-4
Cc1ccc(CCN2CCN=C2N(C)C)cc1	-0.4	-1.1	1	-1	-0.4	17	-6	0	-6	10
COc1cccc(/C=N/NC(=O)C(=O)N2CCCCCC2)c1OC	-0.6	-0.4	0	-3	-0.2	-1	-2	-1	-2	3
CCN(CC(=O)NCc1ccc(Cl)cc1)C(=O)CCOc1ccc(C)cc1	2.9	-0.1	2	-7	-0.5	9	3	-1	4	7
O=C/C(=C\Nc1ccc(Cl)cn1)c1nc2cc(Cl)ccc2o1	0.6	-0.4	3	2	-0.5	-34	3	-9	-7	38
COC(=O)C1=C(C)NC(=O)/C1=C\c1cccs1	2.0	-1.2	7	-5	-1.1	9	-11	-6	-16	-1
CCOc1ccc(S(=O)(=O)N2CCCCCC2)cc1	-0.5	-1.2	2	-11	-1.1	11	-1	-1	2	10
CCOc1ccc(NC(=O)COc2nsnc2N2CCOCC2)cc1	1.0	-1.0	-2	-2	-0.2	-4	-1	-2	-3	0
Cc1cccc(N(C(=O)Cn2nnc(-c3ccc(F)cc3)n2)C(C(=O)NC(C)(C)C)c2ccncc2)c1 (centres undefined)	-1.4	0.1	0	-10	-0.9	-5	2	-16	5	1
Cc1ccc(S(=O)(=O)NC(=O)C2(C)CCN2C(=O)Cc2ccc(C(C)(C)C)cc2)cc1 (centres undefined)	-0.3	-1.7	0	0	0.8	-10	2	9	·	2
CCOC(=O)C1CCN(C(=O)Nc2ccc(C)c(Cl)c2)CC1	-0.1	0.1	5	0	0.1	-1	3	-1	-5	2
O=C(Cn1nc(C(F)(F)F)c2c1CCC2)NC1CCCCC1	-0.5	-0.7	-2	-4	-0.6	4	1	-2	-18	2
CCN1CCN(C(=O)c2cc3cc4ccc(OC)cc4nc3s2)CC1	3.3	0.8	0	-13	-1.1	6	-16	-6	0	7
CC1(C(=O)NCc2ccc3c(c2)OCO3)CCN1C(=O)CC1CCCC1 (centres undefined)	-0.1	-1.6	-2	0	0.6	-1	-2	-9	·	1
CC1(C(=O)Nc2ccc3c(c2)OCCO3)CSCC(=O)N1CCCn1ccnc1 (centres undefined)	0.2	-3.5	·	·	-0.2	5	0	·	·	·
O=C(O)c1ccccc1NS(=O)(=O)c1cccc(N=Nc2c(O)[nH]c(=S)[nH]c2=O)c1	2.1	-1.4	4	-2	0.0	-15	5	3	1	2
COc1cc(NC(=O)c2ccco2)c(C(=O)OCC(=O)c2c[nH]c3ccccc23)cc1OC	-0.1	2.0	1	-3	0.3	-15	-1	-9	4	21
O=C(COc1cccc(Cl)c1)N/N=C\c1cc2ccccc2nc1Cl	1.0	0.1	2	-5	0.2	6	21	-8	-8	20
CN(/N=C/C=C/c1ccccc1)c1cc(=O)n(C)c(=O)[nH]1	12*	-1.7	-3	-11	-0.8	-11	-20	-6	-9	-7
COc1ccc(-c2[nH]ncc2CN(C)Cc2nonc2C)c(OC)c1	-0.5	-2.2	-1	-7	-1.2	-2	-3	1	15	-2
COc1ccc(N2CC(O)=C(c3nc(-c4ccc(Br)cc4)cs3)C2=N)cc1	0.5	40	8	2	-0.2	-7	1	7	22	30
COC(=O)c1sc2nc(-c3ccco3)ccc2c1N	1.7	3.8	16	-4	0.1	-19	11	-4	-4	-2
Cc1cc(Cl)ccc1OC(C)C(=O)NCCCCc1ccccc1 (centres undefined)	0.9	3.9	-4	-1	-0.4	12	1	-8	-6	-1

Reformatted: entries from further up
Molecule: O=C(COc1cccc(Cl)c1)N/N=C\c1cc2ccccc2nc1Cl
- MsrA inh: 1.0
- LMPTP inh: 0.1
- STEP inh: 2
- MsrA act: -5
- Tb MetRS inh: 0.2
- NRP1-CendR mod: 6
- SUMO1 PPI mod: 21
- E coli Lon inh: -8
- Scp1 inh: -8
- DNMT1 block: 20

Molecule: CN(/N=C/C=C/c1ccccc1)c1cc(=O)n(C)c(=O)[nH]1
- MsrA inh: 12*
- LMPTP inh: -1.7
- STEP inh: -3
- MsrA act: -11
- Tb MetRS inh: -0.8
- NRP1-CendR mod: -11
- SUMO1 PPI mod: -20
- E coli Lon inh: -6
- Scp1 inh: -9
- DNMT1 block: -7

Molecule: COc1ccc(-c2[nH]ncc2CN(C)Cc2nonc2C)c(OC)c1
- MsrA inh: -0.5
- LMPTP inh: -2.2
- STEP inh: -1
- MsrA act: -7
- Tb MetRS inh: -1.2
- NRP1-CendR mod: -2
- SUMO1 PPI mod: -3
- E coli Lon inh: 1
- Scp1 inh: 15
- DNMT1 block: -2

Molecule: COc1ccc(N2CC(O)=C(c3nc(-c4ccc(Br)cc4)cs3)C2=N)cc1
- MsrA inh: 0.5
- LMPTP inh: 40
- STEP inh: 8
- MsrA act: 2
- Tb MetRS inh: -0.2
- NRP1-CendR mod: -7
- SUMO1 PPI mod: 1
- E coli Lon inh: 7
- Scp1 inh: 22
- DNMT1 block: 30

Records listed above printed as active in Tb MetRS inh.
SMILES	MsrA inh	LMPTP inh	STEP inh	MsrA act	Tb MetRS inh	NRP1-CendR mod	SUMO1 PPI mod	E coli Lon inh	Scp1 inh	DNMT1 block
CCCCCn1nnnc1-c1nc2cc3ccccc3cc2[nH]c1=O	1.4	-1.3	·	-3	35*	0	-12	12	·	·

Screens deposited in PubChem BioAssay by several laboratories.
